# Gli-Sufu block = antagonists of Gli-Sufu signaling; inhibition, % at 5 µM; Sufu-KO-LIGHT fibroblasts, Gli luciferase reporter luminescence; 340,000 compounds, 0.74% hits;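 active = inhibition above about 55%, limit read from the data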;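 note: 0% = DMSO-treated cells and 100% = wells with medium but no cells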
# APJ antagonist = APJ receptor antagonism. P35414. CHO-K1 APJ beta-arrestin complementation, luminescence. inhibition, % at 20 µM. 330,000 compounds, 0.32% hits. AID 2521;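 active = inhibition above about 40% at 20 µM, limit read from the data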;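 note: cells challenged with 10 nM apelin-13 agonist together with compound; plate controls were apelin-13 plus DMSO wells for no effect and DMSO wells lacking apelin-13 for full effect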
# Target sequence (P35414 whole entry, looked up): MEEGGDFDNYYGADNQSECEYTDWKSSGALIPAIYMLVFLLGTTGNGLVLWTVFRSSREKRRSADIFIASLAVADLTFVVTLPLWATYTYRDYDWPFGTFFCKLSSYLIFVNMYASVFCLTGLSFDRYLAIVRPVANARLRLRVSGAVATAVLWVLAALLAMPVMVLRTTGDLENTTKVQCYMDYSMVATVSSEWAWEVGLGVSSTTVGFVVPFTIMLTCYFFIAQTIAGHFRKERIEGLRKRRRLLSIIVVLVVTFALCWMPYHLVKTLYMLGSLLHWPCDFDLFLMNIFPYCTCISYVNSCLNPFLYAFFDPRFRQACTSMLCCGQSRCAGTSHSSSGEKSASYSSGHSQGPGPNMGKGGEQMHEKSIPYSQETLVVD
# CCR6 antag = antagonists of human CCR6 receptor; inhibition, % at 20 µM; CHO-K1 CCR6 PathHunter beta-arrestin, luminescence, CCL20-stimulated; 340,000 compounds, 0.49% hits; P51684;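 active = compounds whose inhibition of the agonist-driven luminescence signal at 20 µM reaches about 50%, limit read from the data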;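 note: cells stimulated with CCL20 at 14 nM final; plate controls were DMSO with CCL20 for no effect and DMSO without agonist for full effect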
# APJ ag = activates the human apelin receptor APJ | CHO-K1 APJ PathHunter beta-arrestin, luminescence; 0% DMSO wells, 100% apelin | 330,000 compounds, 0.11% hits | activation, % at 20 µM;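 active = activation more than six SD over the plate average, tested at 20 µM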;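 note: 0% = DMSO alone and 100% = apelin-13 at 10 nM; some results filed as inactive read as strong as hits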
#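 Material: CHO-K1 APJ beta-arrestin complementation cell line; Input: cell density 1000 per well; Incubation: compound stimulation 90 min at 25 °C, detection 60 min; Signal: luminescence from split beta-galactosidase complementation, Galacton Star/Emerald II substrate; Controls: DMSO-only wells as negative, 10 nM Apelin-13 as positive control.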
# UBC13 polyUb = blocks human UBC13 polyubiquitin chain formation. inhibition, % at 20 µM. 330,000 compounds, 0.47% hits. TR-FRET; in the data active = inhibition above about 45%, passing the limit was not always enough
# Target sequence (P61088 whole entry, looked up): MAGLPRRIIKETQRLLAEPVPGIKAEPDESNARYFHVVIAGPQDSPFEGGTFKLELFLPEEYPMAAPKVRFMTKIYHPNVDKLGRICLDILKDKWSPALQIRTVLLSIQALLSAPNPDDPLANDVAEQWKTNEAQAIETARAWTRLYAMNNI
# ATG4B inhibitor = blocks human ATG4B protease cleavage of LC3 substrate. Q9Y4P1. ATG4B cleavage of LC3-PLA2, NBD-HPC fluorescence, 1 h. inhibition, % at 8.33 µM. 340,000 compounds, 0.51% hits. AID 504462; in the data active = inhibition above about 40%
# EBI2 block = EBI2 (human) antagonism. P32249. inhibition, % at 5 µM. AID 651636. 360,000 compounds, 0.81% hits. EBI2 beta-arrestin recruitment, luminescence, 7a,25-OHC stimulated; in the data active = inhibition above about 38%;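 note: enzyme fragment complementation signal reports receptor beta-arrestin coupling in cells; 0% = agonist plus DMSO wells and 100% = wells without agonist; some results beyond the cut were filed as inactive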
# Target sequence (P32249 whole entry, looked up, the tested form may be a part): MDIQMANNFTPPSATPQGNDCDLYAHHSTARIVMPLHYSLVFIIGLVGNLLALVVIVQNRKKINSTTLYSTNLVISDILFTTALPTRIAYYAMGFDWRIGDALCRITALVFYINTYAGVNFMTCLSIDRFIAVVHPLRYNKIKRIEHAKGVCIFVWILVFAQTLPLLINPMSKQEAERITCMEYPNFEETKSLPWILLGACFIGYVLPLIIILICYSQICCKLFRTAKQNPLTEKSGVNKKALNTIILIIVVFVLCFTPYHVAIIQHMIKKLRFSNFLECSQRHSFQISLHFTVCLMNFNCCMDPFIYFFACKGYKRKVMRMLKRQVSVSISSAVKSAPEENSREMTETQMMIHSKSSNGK
# CXCR6 block = inhibitors of human CXCR6 receptor. O00574. inhibition, % at 20 µM. CHO-K1 PathHunter CXCR6 beta-arrestin, luminescence. 360,000 compounds, 0.36% hits; in the data active = inhibition above about 34%, passing the limit was not always enough;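 note: antagonist mode with CXCL16 agonist at 10 nM final; 0% = 10 nM CXCL16 with DMSO and 100% = unstimulated wells without agonist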
# * marks the source's active call; other numbers are inactive results; / = not tested or not shown.
SMILES,Gli-Sufu block,APJ antagonist,CCR6 antag,APJ ag,UBC13 polyUb,ATG4B inhibitor,EBI2 block,CXCR6 block
COC(c1ccccc1)c1nnc(CCC(=O)N2CCCCCCC2)o1 (centres undefined),2.0,6.4,24.3,-1.3,0.4,10.4,-2.5,-1.3
CN(NS(C)(=O)=O)c1c(C#N)c(C(F)(F)F)nn1C,-0.8,-7.3,12.6,-0.5,7.3,10.8,3.4,-1.9
CC(=O)C1=C(O)C(=O)N(Cc2ccccc2)C1c1ccccc1F (centres undefined),-0.9,-23.3,14.2,-4.3,-19.3,-4.2,-8.7,-6.9
Cc1ccc(-c2noc(CSc3nnc(CCc4ccccc4)n3-c3ccccc3)n2)cc1,3.2,-16.2,25.4,-1.8,24.2,3.7,20.6,11.1
COc1ccc(C(=O)C2CCCCC2=O)cc1 (centres undefined),6.2,-3.2,-39.5,-7.2,-1.6,14.9,-15.2,8.4
Cc1ccc(NC(=O)CN2C(=O)NC3(CCCC3)C2=O)cc1S(=O)(=O)N1CCCCC1,0.3,9.8,7.0,-2.6,27.1,2.9,2.3,-0.1
CC(=O)c1cccc(N2C(=NC(=O)C3CC3)SC3CS(=O)(=O)CC32)c1 (centres undefined),-14.2,24.9,-9.0,-1.6,3.5,-1.1,-2.1,-6.9
CC(=O)Nc1ccc(NC(=O)C(=O)c2cn(CC(=O)N3CCCC3)c3ccccc23)cc1,-4.8,-10.4,12.8,-1.7,-8.5,-0.7,-20.3,0.0
O=C(NCCS(=O)(=O)NC1CCCCC1)c1ccc2c(c1)OCO2,-9.6,17.2,8.3,-3.4,4.4,-7.6,3.2,-9.2
O=C(CCc1ccccc1)N/N=C/c1cccc([N+](=O)[O-])c1,8.5,17.3,4.2,-2.3,-1.9,-3.6,-5.5,2.8
CCOC(=O)c1oc2cccc(OCC(O)CNC(C)C)c2c1C (centres undefined),8.8,19.8,-0.4,-2.6,12.5,-1.6,-2.4,-2.5
COCCCNc1oc(-c2cccs2)nc1S(=O)(=O)c1ccc(C)cc1,41.7,9.3,1.4,-0.6,-2.2,-3.4,-0.1,4.4
O=C(Nc1ccc(F)c(F)c1)NC1CCCCC1,-30.9,-4.5,7.3,1.6,4.7,5.1,-1.9,-2.6
S=C(NCc1ccccc1)N1CCN(c2cccc(Cl)c2)CC1,14.9,-0.9,17.8,-3.1,15.8,14.3,-1.1,3.4
COC(=O)CCCC(=O)N1CCC(CCC(=O)NCc2ccc(F)cc2)CC1,3.8,2.9,5.4,-4.4,-0.9,1.5,-8.6,-1.4
CC(=O)N1CCN(C(=O)c2cccc(S(=O)(=O)N3CCOCC3)c2)CC1,-12.2,15.6,9.2,0.5,-1.9,14.5,0.4,-6.8
O=c1c2c3nc4ccccc4nc3n(/N=C/c3ccco3)c2ncn1CCC1=CCCCC1,-23.6,11.1,16.0,-0.3,-25.5,-11.4,5.4,2.8
NC(=O)c1ccccc1OCC(=O)N1CCCC1c1ccc2c(c1)OCCCO2 (centres undefined),-5.8,19.0,8.3,4.1,5.2,-8.0,8.7,-6.5
CCc1ccc(N2CC(C(=O)Nc3ccc(S(=O)(=O)Nc4nccs4)cc3)CC2=O)cc1 (centres undefined),-13.2,12.5,7.3,0.7,-1.2,-16.4,2.9,-18.3
Cc1ccnc(NC(=O)CC(c2ccccc2)c2ccccc2)n1,2.0,8.8,5.1,0.5,-14.7,-7.4,4.2,2.6
CCOC(=O)C1CCN(CCC(=O)Nc2ccccc2Cl)CC1,-3.3,4.9,-2.3,-3.2,3.3,-6.5,5.6,-3.0
C=CCn1c(=O)c2c3c(sc2n2c(Nc4ccc(C(=O)OCC)cc4)nnc12)CCCC3,-0.6,-1.7,7.6,0.1,-15.6,3.5,9.2,4.2
CCOC(=O)C(C)(C)N(Cc1ccc(C)cc1)S(=O)(=O)c1ccc(Cl)c([N+](=O)[O-])c1,-1.9,-41.1,-21.2,-0.4,2.9,6.9,23.0,-30.4
COc1ccc2c(c1)sc(N)[n+]2Cc1cc(C)cc2cccnc12,26.2,/,16.6,/,/,-9.7,13.9,0.9
NS(=O)(=O)c1ccc(CCNC(=O)NC2CCCCC2)cc1,1.3,-20.3,4.4,0.4,-3.4,-7.2,-4.5,1.2
COC(=O)C1(Cc2cc(-c3ccc(OC)cc3OC)no2)CCN(C(=O)OC(C)(C)C)CC1,11.1,-5.4,4.1,-3.6,8.3,-7.6,-1.6,2.0
COc1ccccc1NC(=O)c1ccc(NC(=O)CSc2nc(N)cc(=O)[nH]2)cc1,-2.6,-5.1,6.6,-4.5,17.2,-6.1,8.1,3.4
C=CCC[C@@H](Cc1ccc(F)cc1)C(=O)OC[C@@H](NC(=O)[C@@H](CC=C)CC(=O)N[C@H](CO)Cc1ccccc1)C(C)(C)C,-0.1,2.4,-0.6,-5.2,-3.2,-4.0,14.3,6.2
COc1ccccc1-n1nc(C(=O)Nc2ccc3c(c2)OCO3)c2ccccc2c1=O,4.2,13.6,18.5,-0.2,-9.4,3.9,35.1,14.7
O=C(Cn1cnc2c(oc3nc4c(cc32)CCCC4)c1=O)Nc1cccc(Cl)c1,15.4,-26.9,34.6,16.3,1.1,0.7,6.8,30.6
CC(C)Cn1c(/C=C/c2ccco2)nc2ccccc21,0.1,7.2,16.4,5.6,-5.4,-3.4,-7.2,4.5
O=c1o[nH]c(-c2ccccc2)c1C1=NCCCCC1,8.8,16.5,-2.7,-4.7,-2.1,-7.4,0.0,0.8
Cc1c(C)n(-c2ccccc2)c2ncnc(NCCN(C)C)c12,5.0,-15.2,11.2,0.5,3.0,-5.2,8.8,-6.3
CC(C)(Oc1ccc(Cl)cc1)C(=O)OCC(=O)NCCc1ccccc1,-1.5,-2.6,-0.8,-0.3,12.3,-0.5,-6.7,4.1
OCC[C@@H]1C[C@@H](O)[C@H](O)[C@@]2(CCCc3ccccc3O2)O1,-6.5,15.0,14.5,-3.9,10.4,-7.8,0.9,1.5
COc1ccccc1N(CC(=O)N1CCC(C(N)=O)CC1)S(=O)(=O)c1ccccc1,-16.4,5.4,1.3,-0.9,-4.5,-0.8,0.7,-4.8
CCOC(=O)c1c(C)[nH]c(C2=NNC(=NC(C)COC)SC2)c1C (centres undefined),-48.4,-3.0,7.8,-2.4,-7.9,0.1,-2.5,-0.4
COCC1CCN(c2nc3nonc3nc2N2CCSCC2)C1 (centres undefined),-2.8,-16.5,5.2,-1.7,-9.6,-0.6,4.9,2.7
COc1ccccc1S(=O)(=O)Cc1ccc(C(=O)N2CCN(c3ccccn3)CC2)o1,7.8,-3.4,-12.5,3.9,4.8,-6.5,0.1,-5.9
Cc1ccc(C(=O)NC2CC3CCCC(C2)N3Cc2ccccc2)cc1 (centres undefined),8.1,5.8,13.3,-2.5,1.5,-5.0,-0.2,0.5
CNC(=O)CSc1nnc(-c2ccncc2)n1Cc1ccccc1,1.7,4.2,-5.2,-4.3,6.8,3.1,-0.8,1.7
O=C(CCCCn1c(=O)c2ccccc2n(Cc2ccc(F)cc2)c1=O)NCc1ccco1,4.4,-17.6,11.4,-3.1,22.8,0.7,9.4,5.8
O=C(CSc1nc2[nH]ncc2c(=O)[nH]1)Nc1cccc([N+](=O)[O-])c1,-9.5,11.1,10.2,-8.1,-0.7,3.8,-1.1,1.0
O=C(CNS(=O)(=O)c1ccc(F)cc1)N1CCN(c2ccccc2)CC1,-2.8,-17.9,5.6,-6.1,-2.2,-6.2,-9.4,-4.0
CCOC(=O)N1CCN(C(=O)C2CCN(CC3CCCCC3)CC2)CC1,0.1,2.9,2.7,-0.3,2.7,-4.5,-2.5,-5.9
OCCCCCNc1ncnc2ccccc12,-10.9,-22.0,-6.1,-2.7,3.1,-2.3,-7.6,-13.1
Cc1ccc(C)c(N2N=C(C(=O)OCC(=O)N(C)c3ccccc3)CCC2=O)c1,-3.5,19.1,12.0,-5.4,2.5,-3.4,-0.8,-2.8
OC(CN1CCN(c2ncc(C(F)(F)F)cc2Cl)CC1)c1ccccc1 (centres undefined),1.5,-2.1,0.8,-2.5,5.1,12.3,-0.3,-8.2
CCOc1ccc(NC(=O)C/C(C)=N/NC(=O)Cc2cccs2)cc1,26.0,5.8,10.4,-1.1,-0.7,3.5,0.0,-4.4
COC(=O)c1cc2oc(C)cc2n1CC(=O)Nc1cc(C)cc(C)c1,1.1,-5.7,8.4,-5.7,1.2,-0.6,10.4,-2.3
COc1ccccc1CO/N=C/c1cccn1-c1nccc(N(C)C)c1C#N,-0.7,8.9,9.8,-1.6,-3.2,8.7,1.3,6.4
O=C(N/N=C/c1cc(Br)ccc1OC(=O)c1ccc(Br)cc1)c1ccncc1,20.9,-9.2,-4.3,2.2,-14.8,-5.5,21.2,-2.7
CN(C)/C=C/C(=O)c1ccc(N2CCN(c3ncc(C(F)(F)F)cc3Cl)CC2)cc1,37.9,12.8,-16.6,-0.9,8.8,4.9,0.6,10.6
Cc1cc(=O)oc2cc(O[C@@H]3O[C@H](CO)[C@H](O)[C@H](O)[C@H]3O)ccc12,-1.6,-22.5,13.1,-2.0,12.7,9.0,-6.7,-3.8
COC(=O)CSC(=S)N1CCCC(C)C1 (centres undefined),-3.5,-1.9,9.1,-0.1,-1.9,-4.0,6.8,-4.7
COc1ccccc1-n1nc(C)c(-c2ccccc2)c1N,3.3,-7.1,-6.8,-1.2,2.5,-16.8,-2.6,-7.6
CCOc1cc(/C=C(\C#N)C(=O)NCC2CCCO2)ccc1O (centres undefined),-1.5,22.0,9.9,-4.5,5.8,5.4,-12.8,10.6
O=C1C(=O)N(Cc2cccnc2)C(c2cccc(O)c2)/C1=C(\O)c1ccc2c(c1)OCCO2 (centres undefined),-10.2,20.8,13.6,-3.1,-9.5,7.3,0.4,-3.1
Cc1cccc(NC(=S)N2CCCCCC2)c1,3.8,-2.2,15.0,-0.1,2.9,5.9,-9.5,-0.3
CCOC(=O)c1sc(NC(=O)CSc2n[nH]c(-c3ccncc3)n2)c(C#N)c1C,6.4,5.3,15.0,-0.9,-9.8,-1.5,-0.8,-2.8

# Three structures from above, ordered by molar mass, highest first:
SMILES,Gli-Sufu block,APJ antagonist,CCR6 antag,APJ ag,UBC13 polyUb,ATG4B inhibitor,EBI2 block,CXCR6 block
CC(=O)C1=C(O)C(=O)N(Cc2ccccc2)C1c1ccccc1F (centres undefined),-0.9,-23.3,14.2,-4.3,-19.3,-4.2,-8.7,-6.9
CCOc1cc(/C=C(\C#N)C(=O)NCC2CCCO2)ccc1O (centres undefined),-1.5,22.0,9.9,-4.5,5.8,5.4,-12.8,10.6
CC(C)Cn1c(/C=C/c2ccco2)nc2ccccc21,0.1,7.2,16.4,5.6,-5.4,-3.4,-7.2,4.5

# Remaining list, next part:
SMILES,Gli-Sufu block,APJ antagonist,CCR6 antag,APJ ag,UBC13 polyUb,ATG4B inhibitor,EBI2 block,CXCR6 block
CN(C)S(=O)(=O)c1cccc(NC(=O)CN(CCO)CC(=O)Nc2cccc(S(=O)(=O)N(C)C)c2)c1,-11.2,-0.4,8.3,-1.5,-2.2,-11.3,-0.7,1.8
CCOC(=O)N1CCC(NC(=O)C2CCN(S(=O)(=O)N3CCCC3)CC2)CC1,5.9,-6.0,4.0,1.7,-4.4,-2.7,-8.5,-7.4
COc1ccc(N2C(=O)CC(Sc3ncccc3C(=O)O)C2=O)cc1 (centres undefined),-4.6,2.2,-8.4,-3.8,-8.8,-4.9,-9.1,0.7
COC(=O)CSC1=C(C#N)C(c2cccc(F)c2)CC(=O)N1 (centres undefined),1.2,18.7,-2.8,0.8,-10.3,-5.2,-3.9,-4.8
O=c1cc(/C=C/c2c(F)cccc2Cl)[nH]c2ccccc12,-25.6,/,5.3,/,/,0.7,-0.1,-1.2

# Compound activity: PubChem BioAssay, Sanford-Burnham Center for Chemical Genomics

# Hits appear at their usual frequency; about 3% have a hit in one of these screens.
